TAG inh = reduces triacylglycerol accumulation in H9c2 cells | Nile Red lipid (TAG) fluorescence; cells loaded with 200 µM oleic acid | inhibition, % at 12.5 µM | hit rate 0.66% among 230,000 | AID 651582;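 active = pattern-corrected inhibition of lipid staining of at least 50% with the nuclear-stain viability signal not falling by more than 50%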;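 also: 0% = DMSO wells and 100% = triacsin C control wells; some results filed as inactive read as strong as hits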
TAG inh DAPI viability = recorded beside TAG inh, whose call it bears; DAPI nuclei signal change (viability), lower = more cytotoxic, %;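 whole-well DAPI fluorescence read on a plate reader as a viability signal; minus 50 percent equals half of cells still viable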
* hit, by the source's call; i = inactive.

Each structure is followed by: TAG inh	TAG inh DAPI viability
O=C(O)c1ccc(/C=N/Nc2nc3ccccc3[nH]2)cc1
→ -6.7	2.4
COc1ccc(CCC(=O)NC2=NCCS2)cc1OC
→ -2.9	-5.5
O=C(c1ccc(-n2cccn2)cc1)N1CCc2ccccc2C1
→ -0.1	-0.5
COC(=O)c1c(-c2ccccc2OC)sc2ccccc12
→ -1.2	-0.2
CN1C(=O)c2cccc3c(Br)ccc(c23)C1=O
→ -1.8	-1.2
Cc1cc(C(=O)CN2c3cccc4cccc(c34)S2(=O)=O)c(C)n1C
→ -2.2	-7.9
CNc1nc(Oc2ccc3sc(C)nc3c2)c2sccc2n1
→ -21.8	9.3
COc1cc(NC(=O)c2ccc(-c3cccc([N+](=O)[O-])c3)o2)ccc1NC(=O)C(C)C
→ 37.9	4.1
CCOc1ccccc1-c1nc(-c2ccc(NC(=O)Cc3ccc(OC)cc3)cc2)no1
→ -7.1	-1.6
O=C(NCc1ccncc1)C1Cc2c(-c3ccc4c(c3)OCO4)ccnc2O1 (stereo not given)
→ 0.3	6.5
COC(=O)c1c(C)[nH]c(C(=O)CN2C(=O)NC3(CCOc4ccccc43)C2=O)c1C (stereo not given)
→ 5.8	5.2
Cc1ccc(S(=O)(=O)N(C)C)cc1NC(=S)Nc1ccc2cn[nH]c2c1
→ 3.3	-7.3
CC(=O)Nc1c(OC(C)=O)ccc2c(C)cc(=O)oc12
→ 15.7	-5.7
Cc1cccc(N2CCN(C(=O)COc3ccc4c(c3)CCC4)CC2C)c1 (stereo not given)
→ -11.9	-6.6
CC(C)CN(C(=O)COC(=O)c1cc(=O)[nH]c2ccccc12)c1c(N)n(Cc2ccccc2)c(=O)[nH]c1=O
→ 22.2	-4.1
Cc1nn2c(nc1=O)SCC(c1ccccc1)=N2
→ -9.8	-7.7
O=C(COC(=O)C1CC1)NCCc1ccccc1
→ -34.4	7.1
CCC(C(=O)Nc1cc(C)on1)c1ccccc1 (stereo not given)
→ 12.3	1.3
COc1ccccc1C(=O)NNC(=O)c1ccc(F)cc1
→ 5.4	-10.1
NC(=O)CC(NC(=O)c1ccccc1)c1ccc(NCc2ccccn2)c([N+](=O)[O-])c1 (stereo not given)
→ 3.1	9.4
Cc1ccc(/C=N\NC(=O)c2csnn2)cc1
→ -1.7	-1.0
O=C(c1cnc(N2CCN(c3ncccn3)CC2)c2ccccc12)N1CCN(c2ccccn2)CC1
→ -3.1	-11.6
Cc1c(NC(=O)C(C)Sc2nc(N)cc(=O)[nH]2)c(=O)n(-c2ccccc2)n1C (stereo not given)
→ 4.1	-9.6
C=CCNC(=S)/N=c1/ccccn1C
→ -23.6	i
CC1(C)C(=O)OC(c2ccco2)C(C)(C)C1=O (stereo not given)
→ -19.8	-1.7
O=C(O)/C=C/C(=O)NNC(=O)c1cc(-c2ccccc2)n[nH]1
→ -6.5	-0.2
CC(C)CN(C(=O)c1cc(Cl)nc2ccccc12)C1CCS(=O)(=O)C1 (stereo not given)
→ -4.9	5.7
Cc1ccc(C(=O)OCC(=O)NNC(=O)c2ccccc2)c(O)c1
→ 16.4	1.1
COc1ccc(C(=O)N2CCCN(C)CC2)cc1S(=O)(=O)N1CCCc2ccccc21
→ 17.8	-5.2
CCCn1c(N)c(N(CCOC)C(=O)CCC2CCCCC2)c(=O)[nH]c1=O
→ -11.6	-3.1
CC1(C(=O)NS(=O)(=O)c2ccccc2Cl)CCN1C(=O)Cc1ccc(Cl)cc1Cl (stereo not given)
→ 4.1	-12.8
O=C(N/N=C/c1cc([N+](=O)[O-])ccc1O)C1CC1
→ 18.9	-13.3
Cn1c(CNC(=O)C2CCCCC2)cc2cc(Cl)ccc21
→ 15.6	1.7
O=C(NCCN1CCN(c2ccc([N+](=O)[O-])cc2)CC1)NCc1ccccc1
→ -10.2	12.3
Cc1cccc(C(=O)NCC(=O)N(C)Cc2nc3ccccc3c(=O)[nH]2)c1
→ 14.3	-7.0
Cc1ccc(CNC(=O)C(=O)NCCC2=CCCCC2)cc1
→ -8.6	6.4
O=C(C[C@H]1C(=O)N(C2CCCCC2)C[C@@H]1Cc1ccccc1)Nc1ccccc1
→ -2.4	-1.2
Cc1cccc2cc(COC(=O)C3CCCCC3)c(=O)[nH]c12
→ 7.9	-9.2
Cc1cccc(Cn2c(CN3CCN(Cc4ccccc4)CC3)nc3c2c(=O)[nH]c(=O)n3C)c1
→ -1.3	-0.1
Cc1ccc(-n2ncc(-c3nn[nH]n3)c2N)cc1
→ 9.3	-6.9
COc1ccc(NC(=O)[C@@H]2O[C@H](CO)[C@H](O)[C@H](O)[C@H]2O)cc1F
→ -14.6	6.3
CCN(CC)CCCNC(=S)N(Cc1cccs1)Cc1cc2cc3c(cc2[nH]c1=O)OCCO3
→ 1.1	27.6
CCCCNC(=O)NC1(C(F)(F)F)Oc2ccccc2O1
→ 13.8	-9.5
CC1(C(=O)NS(=O)(=O)Cc2ccccc2)CCN1C(=O)C1(c2ccc(Cl)cc2)CC1 (stereo not given)
→ -10.5	-0.7
CC1(C(=O)Nc2cccc(Oc3ccccc3)c2)Cc2c(-c3ccccc3)ccnc2O1 (stereo not given)
→ 10.4	-12.8
CSCCC(NC(=O)c1ccccc1)C(=O)OCC(=O)NCc1ccco1 (stereo not given)
→ 11.0	-11.5
C[C@@H]1CN([C@H](C)CO)C(=O)CCCn2nncc2CO[C@H]1CN(C)S(C)(=O)=O
→ 5.2	-7.3
O=C(CN1C(=O)/C(=C/c2cccc(Br)c2)SC1=S)Nc1cccnc1
→ -1.0	10.2
Cc1nnc(SCc2cc([N+](=O)[O-])cc3c2OCOC3)n(N)c1=O
→ -5.0	2.2
Oc1ccc(-c2nnc(Nc3cccc(O)c3)c3ccccc23)cc1
→ -5.2	14.6
Cc1ccc2nc(SCC(=O)N3CC(C)OC(C)C3)nc(=O)n2c1 (stereo not given)
→ 1.7	-2.0
CCN(CC)S(=O)(=O)c1ccc(-c2nnc(SCC(=O)Nc3ccc(OC)c(OC)c3)o2)cc1
→ 0.6	7.7
Cc1c(C(=O)N(Cc2ccc(N(C)C)cc2)C2CCS(=O)(=O)C2)oc2ccccc12 (stereo not given)
→ 9.1	-9.9
CCN(CC)CCN(C(=O)c1ccc(N2C(=O)CCC2=O)cc1)c1nc2cc3c(cc2s1)OCCO3
→ -19.9	26.0
CCCCN1CC[C@H]2C=CC[C@@H](C(=O)NCCc3ccccc3)[C@H]2C1=O
→ 9.0	-2.2
Cc1ccc(NC(=O)CCn2cccc2)cc1C
→ -2.8	1.1
Cc1cccc(N(C)C(=O)c2cc(S(=O)(=O)N3CCCC3)cn2C)c1
→ 2.8	-0.6
CC(=O)NC(CC(=O)OCC(=O)NCCc1ccccc1)c1ccccc1 (stereo not given)
→ 10.9	-2.4
CC(C)/C=N\NC(=O)CCCCC(=O)N/N=C/C(C)C
→ -4.2	-4.0
CSc1nsc(SCC(=O)Nc2ccc(Br)cn2)n1
→ 9.0	-3.0

Next compounds:
Each structure is followed by: TAG inh	TAG inh DAPI viability
Cc1noc(NS(=O)(=O)c2ccc(NC(=O)c3ccccc3NS(=O)(=O)c3ccc(F)c(F)c3)cc2)c1C
→ -0.1	1.9
CC1C=CC=CC=CC=CC=CC=CC=CC(OC2OC(C)C(O)C(N)C2O)CC2OC(O)(CC(O)CC(O)C(O)CCC(O)CC(O)CC(=O)OC(C)C(C)C1O)CC(O)C2C(=O)O (stereo not given)
→ 22.4	-11.8
CCCC(=O)Nc1ccc2nc(C)n(Cc3ccccc3Cl)c(=O)c2c1
→ 15.7	-12.1
Cc1ccccc1NC(=O)Cc1nc(COC(=O)c2cccc(O)c2)cs1
→ 24.7	-4.4
CC(Oc1ccc(Cl)cc1)C(=O)Nc1sccc1C(N)=O (stereo not given)
→ -17.4	10.1
CC1(C(=O)O)CCC(C(=O)Nc2ccccc2O)C1(C)C (stereo not given)
→ -8.4	-5.5
COc1cccc(-c2cc(=O)c3cc(NC(C)=O)ccc3[nH]2)c1
→ 63.4*	-31.2*
CC/C(=C1/C(=O)CC(C)(C)C(C(=O)OC)C1=O)N1CCCC1 (stereo not given)
→ 2.8	2.4
Cc1ccc(C(=O)Nc2ccc(Nc3ccccc3)cc2)cc1Br
→ 21.1	-0.9
CC(=O)Nc1ccc(S(=O)(=O)/N=C2/NC(=O)/C(=C\c3ccco3)S2)cc1
→ 9.2	-8.7
CCOC(=O)C1(C)CCCN(C(=O)Cc2ccc3ccccc3c2)C1 (stereo not given)
→ 8.1	-13.5
CCC1=C(OC(=O)c2ccccc2)C(C)(C)C(c2ccccc2)OC1=O (stereo not given)
→ 12.2	-4.6
CCC1=NN(C(=O)c2cccc(Br)c2)C(O)(c2ccc(Br)cc2)C1 (stereo not given)
→ -11.7	2.2
O=C(CNC(=O)c1ccccn1)N/N=C/c1ccc2c(c1)OCO2
→ -3.8	-3.0
O=C(C1=NN[C@@H]2C(=O)N(c3cccc(C(F)(F)F)c3)C(=O)[C@H]12)c1ccc2ccccc2n1
→ 0.1	11.6
COc1ccc(-c2csc(NC(=O)CS(=O)(=O)c3ccccc3)n2)cc1OC
→ 11.0	4.2
CCOC(=O)N1CCN(C(=O)/C(=C/c2ccc(Cl)cc2)NC(=O)c2ccccc2)CC1
→ 1.7	-7.4
CCc1ccc(N(C(=O)c2csnn2)C(C(=O)NC(C)(C)CC)c2ccccn2)cc1 (stereo not given)
→ 11.1	-7.3
CCCn1c(CCc2ccccc2)n[nH]c1=S
→ 1.8	-1.2
COc1ccc(C(C)=O)cc1CS(=O)(=O)CC(=O)NCCc1c[nH]c2ccccc12
→ 30.3	-2.7
CC(=O)c1cccc(-n2nnnc2SCC(=O)NNC(=O)C2CCCCC2)c1
→ 1.6	-11.2
O=c1[nH]c(-c2ccc(Cl)cc2)cs1
→ 6.2	-1.7
CC(=O)c1ccc(N2CCN(C(C)C(=O)Nc3ccc4c(c3)OCCO4)CC2)cc1 (stereo not given)
→ 7.8	-1.6
CCN(CC)C(=O)c1sc2c(c1C)c(=O)n(-c1ccc(OC)cc1OC)c(=O)n2CC(=O)c1ccccc1
→ 0.7	2.7
CCC(=O)Nc1nc(-c2cc([N+](=O)[O-])cs2)cs1
→ 1.2	-7.3
CCN(CC)C(=O)[C@H]1C[C@H](CC(=O)NCc2cccc(C(F)(F)F)c2)C(=O)N2CCc3c([nH]c4cc(CCC(=O)N(C)C)ccc34)[C@]12C
→ 0.3	-5.6
c1csc(C2C3=C(Nc4ncnn42)c2ccccc2OC3)c1 (stereo not given)
→ -8.0	47.6
O=c1cc(-c2ccc(O)cc2)oc2c(C3O[C@H](CO)[C@@H](O)[C@H](O)[C@H]3O)c(O)cc(O)c12 (stereo not given in full)
→ 6.7	-11.6
COc1ccccc1CNC(=O)C(=O)NCC(c1ccco1)N1CCOCC1 (stereo not given)
→ -1.1	-7.3
Cc1nc2ccc(NC(=O)COc3cccc(F)c3)cc2s1
→ -3.9	-0.7

A second format for 4 compounds above.
mol,TAG inh,TAG inh DAPI viability
Cc1nc2ccc(NC(=O)COc3cccc(F)c3)cc2s1,-3.9,-0.7
CCOC(=O)C1(C)CCCN(C(=O)Cc2ccc3ccccc3c2)C1 (stereo not given),8.1,-13.5
CCc1ccc(N(C(=O)c2csnn2)C(C(=O)NC(C)(C)CC)c2ccccn2)cc1 (stereo not given),11.1,-7.3
CCN(CC)C(=O)[C@H]1C[C@H](CC(=O)NCc2cccc(C(F)(F)F)c2)C(=O)N2CCc3c([nH]c4cc(CCC(=O)N(C)C)ccc34)[C@]12C,0.3,-5.6

Compounds listed so far containing bromine (5):
Each structure is followed by: TAG inh	TAG inh DAPI viability
CN1C(=O)c2cccc3c(Br)ccc(c23)C1=O
→ -1.8	-1.2
O=C(CN1C(=O)/C(=C/c2cccc(Br)c2)SC1=S)Nc1cccnc1
→ -1.0	10.2
CSc1nsc(SCC(=O)Nc2ccc(Br)cn2)n1
→ 9.0	-3.0
Cc1ccc(C(=O)Nc2ccc(Nc3ccccc3)cc2)cc1Br
→ 21.1	-0.9
CCC1=NN(C(=O)c2cccc(Br)c2)C(O)(c2ccc(Br)cc2)C1 (stereo not given)
→ -11.7	2.2

Next results follow.
Each structure is followed by: TAG inh	TAG inh DAPI viability
O=C(Nc1cccc([N+](=O)[O-])c1)C12CC3CC(C1)CC(n1cnc([N+](=O)[O-])n1)(C3)C2
→ 13.5	-13.1
COc1ccc(OC)c(S(=O)(=O)N2CCC3(CC2)OCCN3S(=O)(=O)c2cccs2)c1
→ -8.6	0.0
COC(=O)[C@]1(C)N[C@H](CN(C)S(=O)(=O)c2ccccc2)[C@@H]2C(=O)N(Cc3ccccc3)C(=O)[C@@H]21
→ 0.4	-3.5
O=C(O)CSc1c(-c2ccccc2)c2cc(Cl)ccc2[nH]c1=O
→ -6.1	7.7
O=C(CSc1nc2cccc(F)c2c(=O)n1-c1ccccc1)Nc1ccc2c(c1)CCC2
→ 22.3	-8.7
N#Cc1c(N2CCN(C(=O)c3ccccc3Cl)CC2)nc(-c2ccccc2)c2c1CCCC2
→ -29.7	12.8
Cc1ccc(-n2ncc3c2CCCC3NC(=O)CSc2ccccn2)cc1C (stereo not given)
→ -14.4	2.6
CCn1c(-c2ccccc2)csc1=Nc1ccc(O)cc1
→ 14.6	-14.3
COc1ccc(OC)c(-c2nn(-c3ccccc3)cc2C(=O)N2CCc3ccccc3C2)c1
→ -11.4	0.5
Cc1c(C(=O)c2ccccc2)c(=O)n(C)c(=O)n1C
→ 0.2	0.8
COc1ccc2c(C#N)c3ccccn3c2c1
→ 0.6	33.9
Cc1ccc(NC(=O)c2cc(NC(=O)c3ccccc3C(=O)O)ccc2N2CCCCC2)cc1
→ 5.2	0.1
CCN(CC)CCNc1nc(-n2nc(C)cc2C)nc2sc3c(c12)CC(C)(C)OC3
→ 55.3*	-16.0*
COc1ccc(S(=O)(=O)Nc2ccc3c(c2)N(C(C)=O)CCC3)cc1OC
→ 3.9	-2.6
CCOC(=O)c1ccc2nc(CCC(=O)N[C@H](C(=O)OC)C(C)C)c(=O)n(CC)c2c1
→ 7.2	-2.4

Screening results deposited in PubChem by Sanford-Burnham Center for Chemical Genomics.

A portion of the library (hit frequency here may not be typical).
